IDH1 R132H inh: inhibitors of human mutant IDH1 R132H. O75874. IDH1-R132H enzyme, NADPH consumption, diaphorase/resazurin fluorescence. Potency, µM (top dose mostly 76.6 µM), for inactives: top-dose activity change, negative = inhibition, usual class: inhibitors. 390,000 compounds, 0.093% hits. AID 602179; also: potency is read from the fitted curve at half-maximal effect; % is scaled to controls: 0 for no effect and ±100 for the full control effect; nearly all actives have a fitted effect of over 65% in size
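IDH1-R132H (0.5 ug/mL) preincubated 30 min with compound, then NADPH (0.016 mM) and alpha-KG (2 mM) added; 80 min at RT, pH 7.5. Remaining NADPH coupled via diaphorase/resazurin to fluorescence (540/590 nm); concentration-response curves normalized to no-enzyme control.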
RXFP1 ag: RXFP1 (human) receptor agonism | HEK293T-RXFP1 cAMP TR-FRET, 30 min; response scale: percent of porcine relaxin response, buffer zero | Q9HBX9 | AID 2676 | Potency, µM (highest dose often 57.5 µM), for inactives: at the highest dose activation, most hits filed as activators | 370,000 compounds, 0.3% hits; also: potency is read from the fitted curve at half-maximal effect; % is scaled to controls: 0 for no effect and ±100 for the full control effect; nearly all actives have a fitted effect of over 60% in size; many of its hits are not listed in these tables
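Agonist response is measured as cAMP accumulation in an RXFP1-transfected HEK293T line under PDE4 inhibition. Values are scaled between buffer-only and 29 nM porcine relaxin, and EC50s come from standard Hill equation fits.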
TrxR1 substrate: substrates of rat thioredoxin reductase 1; 390,000 compounds, 0.01% hits; AID 588456; Potency, µM (titrated, usually from 114 µM), for the others: top-dose activity change, negative = substrate turnover; O89049; purified TrxR1 substrate turnover, NADPH consumption readout; also: potency is read from the fitted curve at half-maximal effect; % is scaled to controls: 0 for no effect and ±100 for the full control effect; nearly all actives have a fitted effect of over 50% in size
Target sequence (O89049 whole entry, looked up): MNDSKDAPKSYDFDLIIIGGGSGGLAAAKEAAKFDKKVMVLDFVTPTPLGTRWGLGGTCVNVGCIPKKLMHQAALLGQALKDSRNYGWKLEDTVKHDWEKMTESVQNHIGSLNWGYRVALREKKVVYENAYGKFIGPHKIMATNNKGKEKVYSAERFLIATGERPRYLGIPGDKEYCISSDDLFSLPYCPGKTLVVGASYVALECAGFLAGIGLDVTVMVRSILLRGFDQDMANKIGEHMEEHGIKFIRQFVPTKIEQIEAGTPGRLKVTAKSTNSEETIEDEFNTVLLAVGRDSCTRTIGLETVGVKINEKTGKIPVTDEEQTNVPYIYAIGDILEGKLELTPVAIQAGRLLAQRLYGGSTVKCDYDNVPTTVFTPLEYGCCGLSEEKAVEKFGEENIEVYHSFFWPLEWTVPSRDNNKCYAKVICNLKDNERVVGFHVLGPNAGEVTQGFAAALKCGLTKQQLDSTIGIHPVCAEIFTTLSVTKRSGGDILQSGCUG
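Rat TrxR1, dispensed at 90 nM, was prereduced with 400 uM NADPH (final) for 5 min at ~22 deg C, then incubated with compound 15 min before 400 uM selenite. A first-read NADPH fluorescence drop versus no-compound background flagged substrates.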
LDHA block: blocks human lactate dehydrogenase A; purified LDHA, NADH/diaphorase-resazurin fluorescence; hits give low values; activity change, % (values are at about 110 or 230 µM); 480,000 compounds, 0.15% hits; AID 1347041; in the data active = activity change below about -30%; inconclusive = mostly about -25% to -30%;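 also: plate controls were DMSO wells for no effect and wells without enzyme for full effect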
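Resorufin fluorescence (ex540/em590), read at 0 and 20 min after diaphorase/resazurin addition, reports the NADH left after a 5 min room-temperature reaction of 2 nM human LDH5 with 0.06 mM NADH and 0.2 mM pyruvate.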
Vif-APOBEC3G blk: blocks the Vif interaction with human APOBEC3G; HeLa A3G-eYFP + Vif (tagged APOBEC3G with the HIV-1 protein that degrades it), YFP fluorescence, overnight; AID 602310; 410,000 compounds, 0.076% hits; Potency, µM (doses to about 46.1 µM), without a hit: at the top dose activity, negative = active, usual class: inhibitors;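 also: potency is read from the fitted curve at half-maximal effect; % is scaled to controls: 0 for no effect and ±100 for the full control effect; nearly all actives have a fitted effect of over 60% in size; hits raise eYFP signal because A3G escapes Vif-driven loss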
Target sequence (Q9HC16 whole entry, looked up): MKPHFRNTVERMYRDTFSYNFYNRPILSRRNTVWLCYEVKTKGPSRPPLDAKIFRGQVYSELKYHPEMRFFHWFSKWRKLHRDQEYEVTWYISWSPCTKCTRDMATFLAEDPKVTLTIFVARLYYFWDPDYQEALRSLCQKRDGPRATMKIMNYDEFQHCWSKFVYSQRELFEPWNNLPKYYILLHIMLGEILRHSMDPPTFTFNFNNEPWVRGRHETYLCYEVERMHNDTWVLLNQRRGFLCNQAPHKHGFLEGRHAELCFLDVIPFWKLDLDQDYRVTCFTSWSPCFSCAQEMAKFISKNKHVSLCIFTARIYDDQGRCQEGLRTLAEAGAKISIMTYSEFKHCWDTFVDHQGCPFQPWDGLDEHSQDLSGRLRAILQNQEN
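HeLa cells stably expressing Vif and C-terminally eYFP-tagged A3G, seeded overnight at 37 deg C, then exposed to compound by pintool overnight at 37 deg C. Rise in yellow fluorescence (Ex 488/Em 500-530, Acumen) marks blocked Vif-driven A3G degradation.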
GRP78 ERSR act: induces the endoplasmic reticulum stress response in human glioma cells. Potency, µM, without a hit: at the top dose activation, most hits filed as activators. U87-MG GRP78 promoter luciferase reporter, 16 h. 420,000 compounds, 0.02% hits; also: potency is read from the fitted curve at half-maximal effect; series mostly up to about 76 µM; % of control where 0% means no effect; nearly all actives have a fitted effect of over 35% in size
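ERSR induction read as luciferase luminescence (Bright-Glo, 10 min at room temperature) in stably transfected human U87-MG glioma cells exposed to compounds for 16 h, using GRP78 as sensor.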
PI4K2A inh: blocks human PI4K2A kinase activity; Q9BTU6; purified PI4K2A, ADP-Glo luminescence, 1 h; hits give low values; activity change, negative = inhibition, % at 76.9 µM; 420,000 compounds, 0.13% hits; AID 1346378; in the data active = activity change below about -50%; inconclusive = mostly about -30% to -49%;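 also: -100% = wells without enzyme as full effect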
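Compounds are screened against recombinant PI4K2A using PI as substrate and ATP, the latter dispensed at 300 microM. Reactions run one hour at ambient temperature before ADP-Glo detection; full inhibition defined by wells lacking enzyme.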
Vif-APOBEC3F blk: blocks the Vif interaction with APOBEC3F | Potency, µM (highest dose often 46.1 µM), for the others: at the highest dose activity, negative = active | HeLa A3F-eYFP + Vif (tagged APOBEC3F with the HIV-1 protein that degrades it), YFP fluorescence increase | 390,000 compounds, 0.2% hits; also: potency is read from the fitted curve at half-maximal effect; % of control where 0% means no effect; nearly all actives have a fitted effect of over 65% in size
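HeLa cells stably expressing A3F-eYFP plus Vif, plated and incubated overnight at 37 deg C, then exposed to compounds overnight at 37 deg C. Blocked degradation read as raised yellow fluorescence (Ex 488/Em 500-530).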
USP1 inh: USP1/UAF1 (human) deubiquitinase inhibition. O94782. recombinant USP1/UAF1, Ub-Rhodamine cleavage fluorescence. Potency, µM (series often up to 57.1 µM), for inactives: at the highest dose activity change, negative = inhibition, actives largely listed as inhibitors. 390,000 compounds, 0.23% hits; also: potency is read from the fitted curve at half-maximal effect; % is scaled to controls: 0 for no effect and ±100 for the full control effect; nearly all actives have a fitted effect of over 60% in size; inactives centre near -12
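In this screen, compounds sit with the deubiquitinase complex (1nM) for 15 min at room temperature before Ub-Rho is added at 150nM final. Fluorescence rise is then followed for 6 reads every 60 seconds.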
Numbers without * were called inactive; ? = inconclusive; . = no result given; & = joins results of further samples; [ ] = another dose, or the depositor's remark. Unless noted, calls follow the shape of the dose curve; as a rule, active = well fitted curve in the direction sought with a large enough effect; inconclusive = small, poorly fitted or top-dose-only effect, or another doubt; inactive = no such curve, though single readings can be large; an effect the other way counts as inactive or inconclusive. A portion of the library; count on the stated rates, not on these rows.

Below each compound – LDHA block, IDH1 R132H inh, Vif-APOBEC3G blk, GRP78 ERSR act, USP1 inh, PI4K2A inh, Vif-APOBEC3F blk, RXFP1 ag, TrxR1 substrate
- NS(=O)(=O)c1cccc(NC(=O)CN2C(=O)C(=O)N(Cc3ccccc3)C2=O)c1
→ -11, -8%, -1%, -3%, 8%, -1, -4%, ., -1%
- O=C(CN1CCN(c2ccccc2)CC1)Nc1ccc(-n2cnnn2)cc1
→ -3, 1%, -2%, -6%, -10%, -1, -4%, -0.4%, 6%
- CN(Cc1cnccn1)Cc1nc(Cc2ccccc2F)no1
→ -7, -3%, -8%, -4%, -29%, 0, -7%, -2.2%, 6%
- O=C1N[C@H](Cc2ccccc2)COC(=O)[C@H](Cc2ccc(F)cc2)C/C=C\C[C@H]1CC(=O)N(CCO)Cc1ccccc1
→ -1, -10%, -7%, 3%, -24%, -5, -5%, ., -5%
- CCOc1ccccc1NC(=O)c1ccc(S(=O)(=O)N(C)C)cc1
→ 0, -1%, -6%, 0%, -2%, 5, -14%, -3.2%, -9%
- O=C(Cn1ncc2c([nH]c3ccccc32)c1=O)NCCCN1CCN(c2ccc(F)cc2)CC1
→ 1, 4%, -1%, 3%, -15%, 5, 1%, 2.8%, 4%
- O=c1oc(-c2ccc([N+](=O)[O-])cc2)nc2ccc(O)cc12
→ -2, 12%, 0%, -2%, -7%, -8, -13%, 11%, 10%[57.1 µM]
- CCC(C)C(NC(=O)C1CCC(C)CC1)C(=O)Nc1cc(OC)ccc1OC (stereo not drawn)
→ 6, -1%, -4%, -4%, -6%, -5, -9%, 0.7%, -10%
- COCCn1c(SCC(=O)Nc2ccc(C)cc2)nc2c(oc3ccccc32)c1=O
→ -6, -3%, 0%, -5%, -6%, 4, -17%, ?, -12%
- NC(=O)c1ncn([C@@H]2O[C@H](CNC(=O)[C@@H](N)Cc3cccnc3)[C@@H](O)[C@H]2O)n1
→ -1, 15%, -2%, -2%, -22%, -11, -3%, ., 7%
- COc1ccc(-c2cc(C(=O)N3CCOCC3)c3cc(C)ccc3n2)cc1
→ 4, 9%, -1%, 5%, -16%, 3, -6%, 0.9%, 115%[activator][57.1 µM]
- CCC(=O)c1ccc(OCC(O)CN2CC(C)OC(C)C2)cc1 (stereo not drawn)
→ -10, 6%, 2%, -3%, -18%, -5, -8%, 3.2%, 12%
- Cc1ccc2nc(Cl)c(/C=N/Nc3nc(C)cc(C)n3)c(=O)n2c1
→ -4, 4%, -2%, -11%, -21%, -10, -18%, 4.2%, 3%
- CCCCCC(=O)N/N=C(\C)c1ccccn1
→ 7, 2%, 1%, -3%, -10%, -5, -10%, 0.3%, 1%
- CCOC(=O)C1CCCN(C(=O)c2cccc(S(=O)(=O)N(Cc3ccccc3)c3ccccc3OC)c2)C1 (stereo not drawn)
→ -3, -3%, 1%, 3%, -8%, 1, 1%, 0.7%, -8%
- O=C1C=C(c2ccc(C(=O)O)cc2)C[C@@H](c2ccc(Cl)cc2)C1
→ 0, -14%, 2%, 3%, -11%, 2, 6%, -0.6%, -6%
- O=C(CCCn1c(=O)[nH]c2ccsc2c1=O)N1CCN(Cc2ccc3c(c2)OCO3)CC1
→ -5, 0%, 0%, -7%, -9%, -2, 3%, 3.5%, 4%
- CC(C)C[C@H]1CNC(=O)C(=O)N1C[C@H](C)NC(=O)Cc1ccccc1
→ -12, -2%, 2%, -2%, 18%, -3, 4%, 1.5%, -7%
- CCc1ccc2oc(C(=O)N3CCN(c4ccccc4OC)CC3)cc(=O)c2c1
→ -4, 5%, ?, -6%, -12%, -20, 10%, 5.4%, 8%[57.1 µM]
- Nc1ccc(-c2n[nH]c(=O)c3ccccc23)cc1N
→ 7, 0%, 0%, -2%, -5%, -10, -22%, -0.3%, -2%
- COc1ccc(CN2CCNC(=O)C2CC(=O)NC2CCOCC2)cc1C (stereo not drawn)
→ 1, -9%, -4%, -3%, -25%, -4, -8%, 0.1%, 11%
- Cc1cc(S(=O)(=O)NCC(C)C)ccc1OCC(=O)NCC1CCCO1 (stereo not drawn)
→ -1, 0%, -1%, -5%, -8%, -5, -2%, 2.4%, 6%[0.457 µM]
- COc1ccccc1CNC(=O)CSc1ccc(-c2ccccn2)nn1
→ -3, 7%, 0%, -2%, -11%, -5, 4%, -3.1%, 5%
- Cc1ccc(S(=O)(=O)N/N=C\c2cn(CC(N)=O)c3ccccc23)cc1
→ -7, 5%, 0%, -4%, -15%, -6, 8%, -0.3%, -9%
- Cc1cc(C)nc(Nc2ccc(Cl)cc2C)n1
→ -4, -2%, -5%, 1%, -18%, 0, 0%, -2.5%, 4%
- CCOc1ccc(C(=O)NCc2nnnn2-c2ccc(C)c(C)c2)cc1OCC
→ -2, -7%, 5%, -1%, -3%, 1, 1%, 2.6%, -4%[57.1 µM]
- Cc1ccc(-n2c(SCC(=O)NC3CCS(=O)(=O)C3)nc3ccccc3c2=O)cc1 (stereo not drawn)
→ 2, 7%, -2%, 0%, -4%, -6, -13%, -1.0%, 9%
- Cc1noc(C)c1COC(=O)Cc1ccc(Br)cc1
→ -1, 5%, 1%, -3%, -17%, 8, -4%, 0.3%, -15%[57.1 µM]
- C=CCn1cccc(C(=O)Nc2ccc(C)c(Cl)c2)c1=O
→ 1, 4%, -1%, 8%, 1%, -1, -4%, 2.5%, -5%
- OCC(O)C[n+]1cccc(Br)c1 (stereo not drawn)
→ -10, ., 3%, -3%, ., ., ., ., -1%

Looked up above:
PI4K2A inh with O=C(Cn1ncc2c([nH]c3ccccc32)c1=O)NCCCN1CCN(c2ccc(F)cc2)CC1 reads 5
Vif-APOBEC3G blk with Cc1ccc2nc(Cl)c(/C=N/Nc3nc(C)cc(C)n3)c(=O)n2c1 reads -2%
Vif-APOBEC3G blk with CN(Cc1cnccn1)Cc1nc(Cc2ccccc2F)no1 reads -8%

Next compounds:
Below each compound – LDHA block, IDH1 R132H inh, Vif-APOBEC3G blk, GRP78 ERSR act, USP1 inh, PI4K2A inh, Vif-APOBEC3F blk, RXFP1 ag, TrxR1 substrate
- CCOC1OC(=O)C(Cl)=C1Nc1ccc(C)cc1C (stereo not drawn)
→ -11&-6, 6%, 1%, -4%, -7%, -9, -12%, -0.2%, 20%
- CCN(CC)c1ccc(/C=C(\C#N)c2ccccn2)cc1
→ -6, -2%, 10µM*, -14%, ?, -9, ?, 1.3%, -14%
- CN1CC(c2ccc(C#N)cc2)C2(COc3ccccc3C2=O)C12C(=O)Nc1ccccc12 (stereo not drawn)
→ -4, -6%, -1%, -3%, -20%, 0, -2%, -0.4%, -16%
- CC(C)CCN1C(=O)c2ccc(C(=O)OCn3nnc4ccccc4c3=O)cc2C1=O
→ -6, -1%, 1%, -2%, -4%, 0, 1%, -1.8%, -2%
- Cc1nc(N2CCN(c3ccccc3)CC2)[nH]c(=O)c1CCC(C)C
→ -1, -6%, 0%, -5%, -7%, 1, 2%, 0.6%, -1%
- CCC(=O)N1CCN(c2ccc(Cl)cc2NC(=O)Cc2ccc(Cl)cc2)CC1
→ -8, -17%, 1%, -1%, -16%, 15, -5%, 2.5%, 5%
- Cc1ccc(N(CC(=O)Nc2ccc(F)cc2F)S(=O)(=O)c2cccs2)cc1
→ 0, 2%, -2%, -1%, -2%, -1, -9%, 3.7%, -11%
- Cc1cs/c(=N\N=C\c2ccccc2)n1Cc1ccco1
→ 3, 5%, -1%, 1%, -20%, 0, -5%, -1.4%, -5%
- CNC[C@@H]1Oc2ccc(NC(=O)Nc3ccccc3)cc2C(=O)N([C@@H](C)CO)C[C@H]1C
→ 2, 8%, 5%, -4%, -25%, 4, -1%, ., 5%
- O=C(NC(=S)Nc1cccc(NC(=S)NC(=O)c2ccco2)n1)c1ccco1
→ -6, 7%, -6%, 7%, -5%, 2, -20%, 19%, 4%
- Cc1cccn2c(=O)c(/C=C(\C#N)C(N)=O)c(N3CCN(Cc4ccc5c(c4)OCO5)CC3)nc12
→ -6, -12%, -20%, -3%, 3%, -4, -17%, 6.6%, 18%

2 compounds from above, showing only PI4K2A inh, Vif-APOBEC3F blk and LDHA block.
Structure	PI4K2A inh	Vif-APOBEC3F blk	LDHA block
CCc1ccc2oc(C(=O)N3CCN(c4ccccc4OC)CC3)cc(=O)c2c1	-20	10%	-4
CC(C)CCN1C(=O)c2ccc(C(=O)OCn3nnc4ccccc4c3=O)cc2C1=O	0	1%	-6

Sorted by number of heavy atoms (lowest first): part of the list above
Below each compound – LDHA block, IDH1 R132H inh, Vif-APOBEC3G blk, GRP78 ERSR act, USP1 inh, PI4K2A inh, Vif-APOBEC3F blk, RXFP1 ag, TrxR1 substrate
- Cc1cs/c(=N\N=C\c2ccccc2)n1Cc1ccco1
→ 3, 5%, -1%, 1%, -20%, 0, -5%, -1.4%, -5%
- Cc1ccc(N(CC(=O)Nc2ccc(F)cc2F)S(=O)(=O)c2cccs2)cc1
→ 0, 2%, -2%, -1%, -2%, -1, -9%, 3.7%, -11%
- Cc1cccn2c(=O)c(/C=C(\C#N)C(N)=O)c(N3CCN(Cc4ccc5c(c4)OCO5)CC3)nc12
→ -6, -12%, -20%, -3%, 3%, -4, -17%, 6.6%, 18%
